RBBP9 inhibitor = blocks human serine hydrolase RBBP9; recombinant RBBP9, FP-Rh probe fluorescence polarization; inhibition, % at 7.94 µM; 0.2% of 220,000 active;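 active = inhibition above the campaign mean of all tested compounds plus 3 SD, cut at about 14% in these data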;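 note: plate controls were DMSO wells with RBBP9 for no effect and wells lacking RBBP9 protein for full effect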
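Measured by: FP readout at 525/598 nm; material: recombinant human RBBP9; also added: Serine-hydrolase probe FP-Rh, 375 nM pre-mixing; medium: Tris buffer pH 8.0, NaCl, Pluronic; replication: one well per compound; doses: one concentration, 7.94 µM nominal, 0.794% DMSO; timing: preincubation 30 min plus labeling 45 min at 25 °C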
NPY2 pot ag = potentiates or activates human NPY-Y2 receptor | P49146 | 0.45% of 220,000 active | activation, % at 3.6 µM | AID 1359 | cells expressing NPY-Y2, potentiator/agonist read-out; in the data active = activation above about 27%;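 note: cells stimulated with NPY near EC25 plus isoproterenol at EC100; 0% = vehicle plus submaximal agonist and 100% = vehicle plus saturating agonist; some results beyond the cut were filed as inactive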
MDM2 E3 inh = inhibitors of human Mdm2 E3 ubiquitin ligase; Q00987; cell-based MDM2 ubiquitination luciferase reporter, 2 h; 0 = plate control, 100 = twice control, blank-subtracted; signal enhancement, % at 5 µM; 0.11% of 210,000 active; AID 1230;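 active = signal enhancement of 30% or more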;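 note: luminescence tracks abundance of the self-degrading MDM2-luciferase fusion protein; higher signal means inhibition of MDM2 E3 ligase activity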
Target sequence (Q00987 whole entry, looked up, the tested form may be a part): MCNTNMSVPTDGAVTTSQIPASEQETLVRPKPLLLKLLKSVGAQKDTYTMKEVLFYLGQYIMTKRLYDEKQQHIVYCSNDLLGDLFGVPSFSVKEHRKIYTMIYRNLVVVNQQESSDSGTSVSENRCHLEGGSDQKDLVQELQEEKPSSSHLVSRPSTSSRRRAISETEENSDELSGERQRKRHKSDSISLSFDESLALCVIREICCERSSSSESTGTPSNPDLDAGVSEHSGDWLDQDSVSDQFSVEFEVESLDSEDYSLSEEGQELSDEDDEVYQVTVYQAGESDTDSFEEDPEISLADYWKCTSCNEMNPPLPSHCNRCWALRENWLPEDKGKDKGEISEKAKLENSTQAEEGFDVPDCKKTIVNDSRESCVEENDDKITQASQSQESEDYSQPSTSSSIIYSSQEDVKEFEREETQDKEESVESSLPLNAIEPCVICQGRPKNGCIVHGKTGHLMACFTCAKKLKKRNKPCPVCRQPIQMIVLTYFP
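Test system: mammalian cells stably expressing self-ubiquitinating, self-degrading MDM2 E3–luciferase fusion; Amount: 2000 cells in each well; Medium: DMEM; Schedule: 4 h settle plus 2 h compound, 37 °C; Technique: SteadyLite luciferase luminescence after 15 min room-temperature reagent incubation; Benchmarks: plate control and blank wells.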
Runt-CBFb FRET = Runt domain-CBFb interaction inhibition | Cerulean-Runt/Venus-CBFb FRET ratio 530/480, 1 h | inhibition, % at 20 µM | AID 1496 | 0.46% of 220,000 active;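 active = inhibition over about 50% at 20 µM in the single-dose screen, limit read from the data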;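 note: 0% = DMSO wells and 100% = excess unlabeled CBFb competitor control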
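Reagent – Venus-CBFb binding partner, 100 nM · Assay system – Cerulean-tagged RUNX1 Runt domain (FRET donor) fusion protein · Input – 100 nM per protein · Incubation – two 1 h room-temperature incubations shielded from light · Measured by – FRET fluorescence · Medium – Tris buffer pH 7.5 with salts and BSA · Benchmarks – unlabeled CBFb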
Hck-Nef inh = blocks Nef-activated human Hck kinase | inhibition, % at 20 µM | AID 463187 | 0.68% of 220,000 active | Recombinant Hck-YEEI plus Nef, Z-Lyte FRET kinase assay | P08631;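 active = Hck-Nef kinase inhibition above about 50%, limit read from the data; inactive = inhibition below that limit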;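 note: 0% = DMSO with Hck plus Nef and 100% = Hck alone without Nef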
Target sequence (P08631 whole entry, looked up): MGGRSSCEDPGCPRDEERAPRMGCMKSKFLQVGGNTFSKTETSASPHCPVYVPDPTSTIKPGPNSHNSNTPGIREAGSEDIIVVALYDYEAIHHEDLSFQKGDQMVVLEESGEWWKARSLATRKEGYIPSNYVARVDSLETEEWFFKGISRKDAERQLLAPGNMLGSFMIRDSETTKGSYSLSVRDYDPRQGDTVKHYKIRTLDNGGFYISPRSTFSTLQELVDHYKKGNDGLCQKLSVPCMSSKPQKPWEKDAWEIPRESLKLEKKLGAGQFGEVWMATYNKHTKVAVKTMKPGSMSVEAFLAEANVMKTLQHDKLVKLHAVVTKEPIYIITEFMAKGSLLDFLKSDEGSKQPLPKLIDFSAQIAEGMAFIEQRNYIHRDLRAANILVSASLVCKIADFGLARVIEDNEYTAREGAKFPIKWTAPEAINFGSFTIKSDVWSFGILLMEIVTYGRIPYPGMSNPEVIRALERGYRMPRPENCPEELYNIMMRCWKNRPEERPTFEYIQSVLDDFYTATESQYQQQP
NPY-Y1 antag = NPY-Y1 (human) receptor antagonism | 1% of 200,000 active | AID 1040 | HEK293-CNG Y1 cells, membrane potential fluorescence; NPY at EC95, then isoproterenol | inhibition, % at 3.6 µM;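 active = inhibition above the campaign mean inhibition of all tested compounds plus 3 SD, cut at about 20% in these data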;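 note: 0% = DMSO wells given NPY plus isoproterenol and 100% = isoproterenol alone without NPY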
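Material: HEK293 Y1/CNG channel cell line; also added: NPY (25 nM), isoproterenol (1 µM), Ro 20-1724 (25 µM); doses: one concentration, 3.6 µM, in 0.4% DMSO; schedule: compound incubation 1 h at room temperature, readout 45 min post-stimulation; technique: membrane potential fluorescence; measure: fluorescence ratio normalized to % inhibition between controls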
NPY1 pot ag = human NPY-Y1 potentiation or agonism, primary screen; activation, % at 3.6 µM; 0.37% of 220,000 active; AID 1304; NPY-Y1 expressing cells, potentiator/agonist activation; in the data active = activation above about 33%, passing the limit was not always enough;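 note: cells stimulated with NPY at EC10 then isoproterenol at EC100; 0% = low agonist plus stimulus and 100% = saturating agonist plus stimulus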
p97 ATPase inh = blocks human p97 ATPase activity; 0.42% of 220,000 active; inhibition, % at 8 µM; recombinant p97 ATPase, Kinase-Glo ATP luminescence, 3 h; in the data active = inhibition above about 15%;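 note: 0% = DMSO vehicle and 100% = wells lacking enzyme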
Runt-SMMHC FRET = Runt domain-CBFb-SMMHC interaction inhibition; Cerulean-Runt/Venus-CBFb-SMMHC FRET ratio 530/480, 1 h; 0.74% of 220,000 active; inhibition, % at 20 µM;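 active = mean inhibition across duplicate retests at 20 µM reaching about 50%, limit read from the data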;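 note: 0% = DMSO wells and 100% = wells with excess untagged CBFb-SMMHC; inhibitors lower the FRET ratio by blocking Runt binding to CBFb-SMMHC; some results filed as inactive read as strong as hits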
* = called active by the depositor; / = not tested or not shown.

SMILES	RBBP9 inhibitor	NPY2 pot ag	MDM2 E3 inh	Runt-CBFb FRET	Hck-Nef inh	NPY-Y1 antag	NPY1 pot ag	p97 ATPase inh	Runt-SMMHC FRET
COc1ccc(/C=N/NC(=O)CCN2CCCCC2c2cccnc2)cc1Cn1cc([N+](=O)[O-])cn1 (stereo unspecified)	-9.9	-3.2	-9.9	-0.2	11.7	/	22.6	3.1	-5.3
COCCN(C(=O)CSc1nnc(-c2ccccc2C)n1C)c1c(N)n(Cc2ccccc2)c(=O)[nH]c1=O	-1.4	2.1	-12.3	6.1	19.5	0.3	32.0	5.2	13.4
Fc1ccc(-n2c(Cc3ccccc3)nnc2SCc2nc(-c3cccs3)no2)cc1	-3.0	-15.4	4.5	-6.2	0.0	8.9	-12.1	-5.5	1.5
O=C(c1ccco1)N1CCC(c2nc(-c3ccc(F)cc3)no2)CC1	12.1	-3.3	-9.1	1.2	-1.0	-0.1	6.0	-0.2	0.3
Cc1ccc(SCCC(=O)Nc2ccccc2C(=O)NC(C)C)cc1	-8.8	-10.9	-10.0	-1.6	0.5	7.9	-17.5	-5.4	-1.0
Cc1cc(N2C(=O)CCC2=O)ccc1NC(=O)c1cccs1	-3.9	8.2	-4.8	-2.9	-10.9	-2.4	-3.2	0.0	-0.6
CC(=O)N/C(=C\c1ccccc1)C(=O)OCC(=O)NC1CCCC1	-7.8	-4.1	-13.7	-1.1	2.4	1.4	15.8	-2.7	0.7
CN(C)/C=N/c1ncnc2c1cnn2-c1ccc(C(F)(F)F)cn1	-1.3	-18.9	0.2	-1.7	-0.4	-2.5	4.8	-7.3	-6.1
CCN(CC)C(=O)CSc1ncnc2c(-c3cccs3)nsc12	-9.3	-4.5	1.9	1.3	-0.2	-10.1	11.5	-4.3	1.1
CCOC(=O)c1cc(-c2ccc(N3CCOCC3)cc2)nn1-c1ccccc1	2.4	9.9	/	-1.4	3.0	-4.3	-1.2	-3.8	-3.0
O=C(NC1CCSC1=O)c1ccc(Oc2ccc(F)cc2)nc1 (stereo unspecified)	0.2	2.1	-12.8	-0.9	0.8	-2.0	-17.6	-1.5	1.8
C/C(Cc1ccccc1)=N\NC(=O)c1ccc(F)cc1	-8.0	-2.3	4.2	0.1	0.6	-2.2	-38.3	0.2	-6.2
CCOC(=O)N1CCN(CC(O)c2ccccc2)CC1 (stereo unspecified)	-3.3	-9.2	-6.0	-0.2	-0.6	4.2	-5.7	0.3	-4.4
O=[N+]([O-])c1ccc(N2CCN(S(=O)(=O)c3ccc(Cl)cc3)CC2)cc1NCC1CCCO1 (stereo unspecified)	-1.3	-7.2	-0.1	0.9	0.1	-8.1	9.0	6.6	-12.8
COc1ccc(-c2cc(-c3ccc(O)cc3)nc(N)c2C#N)cc1OC	-6.8	-10.0	-12.2	/	16.0	10.2	14.0	9.0	/
O=C(NCCCO)/C(=C\c1ccco1)NC(=O)c1ccc(Br)o1	-3.2	-5.8	-2.4	-0.6	-1.6	10.3	-2.6	-1.2	-4.0
Cc1cc(C(=O)N/N=C/c2cccnc2)n[nH]1	-5.7	4.5	5.5	0.6	11.1	/	14.5	-2.9	1.8
Cc1occc1C(=O)NC1CCCCCC1	6.9	3.6	-22.9	-0.9	1.3	-1.1	9.0	6.2	0.4
Clc1ccccc1OCCN1CCCCC1	-1.9	-3.7	-7.0	0.9	0.6	3.2	12.5	4.6	-3.6
O=C(NC(=S)Nc1ccc(N2CCOCC2)cc1)c1cccc([N+](=O)[O-])c1	-1.1	-3.0	-7.5	2.6	3.3	-4.7	5.9	2.0	1.9
Cn1cccc1Cc1nnc(SCC(=O)N2CCCCCC2)n1-c1ccc(F)cc1	-8.1	0.3	-12.6	0.2	-0.4	-2.2	1.6	-3.5	-2.7
O=C1c2ccccc2C(=O)N1CN(C(=O)COc1ccccc1)c1ccccc1	-8.9	-2.1	-14.4	-1.2	0.8	-4.0	13.7	-0.9	-0.8
CCN=C1SC(CC(=O)NCC)C(=O)N1CC (stereo unspecified)	-2.9	10.0	-18.1	1.9	1.3	2.0	11.0	3.6	-1.4
CCC(=O)c1cc(F)c(N2CCN(C(=O)c3ccco3)CC2)cc1C	-4.6	-0.8	-1.2	0.6	-3.4	0.9	-6.9	-2.8	-0.7
C[n+]1cccc(C(=O)NNC(=O)C23CC4CC(CC(C4)C2)C3)c1	-0.3	-14.1	2.1	-1.0	21.3	-0.6	-1.6	0.8	3.2
O=C(Oc1ccc(Cl)cc1N1C(=O)CCC1=O)c1ccco1	-0.7	5.5	-24.4	-0.3	0.2	1.4	-0.1	-0.6	-4.2
O=C(COc1ccccc1)NNC(=O)c1cc2ccccc2o1	6.2	4.9	-4.1	-0.8	3.6	-2.4	10.2	3.1	0.2
O=C(Nc1cccc(S(=O)(=O)C(F)F)c1)c1ccc(Cl)c(S(=O)(=O)N2CCOCC2)c1	-11.7	-4.2	-4.8	-1.2	0.1	0.9	4.9	-2.6	5.3
Fc1ccccc1CNc1ccc(Cl)cc1	-4.9	4.6	-11.2	0.9	1.8	1.3	21.4	2.0	3.1
Cc1cc(C)c2nc(C(F)(F)F)nc(N3CC(C)OC(C)C3)c2c1 (stereo unspecified)	2.1	-7.1	-21.2	-0.2	3.5	12.6	-22.8	-2.9	-2.9
CCc1ccc2ncc(C(=O)c3ccccc3)c(N3CCOCC3)c2c1	0.1	10.2	-4.7	0.0	16.1	5.2	2.1	1.1	2.6
CCOc1ccc(N(CC(=O)NCC2CCCO2)C(=O)CCC(=O)Nc2nccs2)cc1 (stereo unspecified)	-8.3	1.3	-4.2	0.2	14.9	6.0	8.1	4.5	4.1
Cc1noc(/C=C/N(C)C)c1S(=O)(=O)N(C)CC(=O)NC1CCCCC1	-12.7	8.2	-10.3	2.7	5.0	4.0	4.3	4.0	-8.5
C(=N\c1nc2ccccc2n1CCN1CCCCC1)/c1cccs1	2.3	-18.1	-12.2	-1.2	0.3	5.5	-31.1	-4.3	-0.2
O=C(CCn1c(=O)oc2ccccc21)N1CCOCC1	-5.5	-7.0	-7.6	-1.2	-0.8	0.5	-17.0	-10.1	-8.3
CC1CCCCC1NC(=O)c1nn(C)c(=O)c2ccccc12 (stereo unspecified)	-10.1	-8.6	2.6	-0.3	0.5	11.6	-2.3	0.8	-3.3
CCOC(=O)c1cc(CC)sc1N	-7.5	-3.5	0.9	-1.2	1.6	-5.0	-7.0	-2.2	1.2
COC(=O)c1cccc(C23CC4(C2)[C@H](CN(CC2CCCCC2)[C@@H]4c2ccccc2)C3c2ccccc2)c1 (stereo partly specified)	/	/	7.4	-2.2	26.6	/	/	/	1.6
Cc1ccc(S(=O)(=O)c2cnc(-c3ccccc3)nc2N2CCN(C)CC2)cc1	4.2	-19.6	-8.2	5.0	6.6	11.7	-4.3	-2.6	-4.4
Clc1ccccc1CN1CCN(/N=C/C=C\c2ccco2)CC1	-7.4	-6.9	-2.5	1.8	22.2	0.4	12.8	2.9	-3.9
CCN1CCN(c2cc3c(nn2)Oc2ccccc2N3C)CC1	-8.6	6.7	-8.9	1.7	7.1	2.0	-8.5	3.4	2.1
O=C(NCc1ccco1)c1ccc(Cl)c(S(=O)(=O)Nc2ccccc2)c1	-4.0	-14.7	-5.9	-1.2	-9.0	5.9	14.1	-0.7	2.5
Cc1nc2ncnn2c(C)c1CCC(=O)N1CCc2ccccc2C1	-3.1	7.6	-13.2	1.0	1.6	12.8	5.6	9.1	2.1
COCCn1cnc2c1c(=O)n(CC(=O)OCC#N)c(=O)n2Cc1ccccc1	-1.0	4.5	-6.9	-0.9	11.1	-0.5	6.8	3.0	-1.2
CC(=O)c1ccc(NC(=O)CN2CCC(NC(=O)C3CCCCC3)CC2)cc1	0.8	-6.6	-13.6	/	17.3	2.9	22.1	2.4	/
COc1ccc(NC(=O)c2cc(-c3cc(C)ccc3O)n[nH]2)cc1Cl	-8.4	-11.9	3.0	0.3	0.0	3.7	-20.6	-2.9	-2.2
COc1ccc(S(=O)(=O)N2CCN(c3ccccn3)CC2)cc1OC	-12.3	13.7	-5.2	-0.2	1.7	6.9	3.6	3.4	-1.8
Nc1ccc2c(c1)C(=O)N(CC1CCCO1)C2=O (stereo unspecified)	-1.8	1.5	-4.7	-21.9	0.8	0.7	-11.8	-5.1	-71.5
CC(C)Cc1nc(N2CCC(C(N)=O)CC2)c2nnn(Cc3ccccc3)c2n1	0.5	-1.9	-11.6	-4.1	0.3	-3.8	-17.9	-2.2	-1.6
CN(C)c1ccc(NS(=O)(=O)c2ccc(-c3csnn3)cc2)cc1	-9.6	18.1	-8.8	32.2	-1.6	/	5.2	1.0	11.4
CC1CCN(C(=O)C2(NC(=O)Nc3cccc(F)c3)CCCCC2)CC1	0.7	10.7	/	-0.6	-7.3	3.0	-4.4	0.2	3.5
C=C1C(O)C[C@H]2C(=C)CCC3[C@H](OC(=O)[C@]3(O)CO)[C@@H]12 (stereo partly specified)	-9.5	3.0	/	0.5	-3.3	1.1	-6.5	8.0	1.8
Cc1cccc(NS(=O)(=O)c2c(C)n[nH]c2C)c1	-8.1	1.8	1.1	2.2	4.0	2.5	-5.2	-5.2	3.1
CC(/C=C1\SC(=S)N(NC(=O)c2ccccc2C)C1=O)=C\c1ccccc1	-13.1	-21.0	-12.8	-0.2	0.9	13.1	-17.6	1.6	-4.8
Cc1cccc(OCC(=O)Nc2ccc(N3CCN(C(=O)c4ccco4)CC3)cc2)c1	-3.6	14.5	-18.3	-0.8	1.7	-3.8	18.9	3.1	-2.8
CC(=C/C(=O)O)/C=C/c1ccc(Cl)o1	-6.4	-10.7	/	0.5	12.3	7.8	-27.6	-2.4	-2.6

Three structures out of the list, ordered by number of heavy atoms, rising:
SMILES	RBBP9 inhibitor	NPY2 pot ag	MDM2 E3 inh	Runt-CBFb FRET	Hck-Nef inh	NPY-Y1 antag	NPY1 pot ag	p97 ATPase inh	Runt-SMMHC FRET
CC(=C/C(=O)O)/C=C/c1ccc(Cl)o1	-6.4	-10.7	/	0.5	12.3	7.8	-27.6	-2.4	-2.6
CN(C)c1ccc(NS(=O)(=O)c2ccc(-c3csnn3)cc2)cc1	-9.6	18.1	-8.8	32.2	-1.6	/	5.2	1.0	11.4
CC(C)Cc1nc(N2CCC(C(N)=O)CC2)c2nnn(Cc3ccccc3)c2n1	0.5	-1.9	-11.6	-4.1	0.3	-3.8	-17.9	-2.2	-1.6

Bioassay records: PubChem, several laboratories
